Mcl1-Bid inh = disrupts binding of human Mcl-1 to Bid peptide; Q07820; TR-FRET Mcl-1/Bid-Dy647 peptide binding, 1536-well; inhibition, % at 21.7 µM; hit rate 0.97% among 220,000;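 active means compounds that cut the binding signal by more than half at the single screening dose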;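 further: His-tagged Mcl-1 with europium anti-His antibody binding Bid BH3 peptide; 0% = Mcl-1 plus peptide wells and 100% = peptide-only wells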
Target sequence (Q07820 whole entry, looked up): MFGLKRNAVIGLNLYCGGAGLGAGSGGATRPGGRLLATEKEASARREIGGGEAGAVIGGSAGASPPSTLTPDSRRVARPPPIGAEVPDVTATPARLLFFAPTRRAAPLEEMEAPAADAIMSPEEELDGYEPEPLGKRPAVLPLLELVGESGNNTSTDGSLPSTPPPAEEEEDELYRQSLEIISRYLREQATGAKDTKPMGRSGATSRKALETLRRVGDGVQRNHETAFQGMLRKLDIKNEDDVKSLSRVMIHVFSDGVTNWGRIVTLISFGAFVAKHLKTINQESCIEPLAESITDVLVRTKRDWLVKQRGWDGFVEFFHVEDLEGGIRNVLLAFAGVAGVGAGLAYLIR
Mcl-1 Bim block = inhibitors of Bim-Mcl-1 interaction, human. Q07820. Bead-based flow cytometry, Bim peptide-Mcl-1 binding. inhibition, % at 10 µM. hit rate 0.1% among 190,000; in the data active means inhibition above about 40%;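 further: 0% = no compound tracer wells and 100% = peptide blocker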
Cdc42 wt = human Cdc42 wildtype GTP binding change, either direction. P60953. GST-Cdc42 beads, Bodipy-GTP binding, flow cytometry; actives lie on both sides. percent activity (GTP binding), % at 10 µM. hit rate 0.2% among 190,000;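 active means percent activity GTP binding at least 20 points away from the 100% baseline, either down as inhibitor or up as activator; inconclusive means compound flagged as likely green fluorescent from well-wide comparison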;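 further: median bead fluorescence of bound Bodipy-FL-GTP at 100 nM; 0% = excess unlabeled GTP control and 100% = no compound control; below 100% means less GTP binding so inhibitor and above means activator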
Target sequence (P60953 whole entry, looked up): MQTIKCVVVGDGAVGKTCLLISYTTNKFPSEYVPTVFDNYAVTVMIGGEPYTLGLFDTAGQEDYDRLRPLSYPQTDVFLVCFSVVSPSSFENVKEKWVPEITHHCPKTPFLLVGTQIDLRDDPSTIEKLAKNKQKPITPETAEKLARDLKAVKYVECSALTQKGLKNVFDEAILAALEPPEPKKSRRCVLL
Mcl1-Noxa inh = disrupts binding of human Mcl-1 to Noxa peptide. inhibition, % at 21.7 µM. Q07820. hit rate 1.5% among 220,000. TR-FRET Mcl-1/Noxa peptide binding, 2 h;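 active means compounds that cut the protein-peptide binding signal by more than 50% relative to plate controls in a single-dose test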;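 further: His-tagged Mcl-1 with rhodamine Noxa BH3 peptide and terbium anti-His antibody; 0% = Mcl-1 plus Noxa peptide wells and 100% = peptide-only wells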
Rac1 act GTP bind = alters GTP binding to activated mutant human Rac1. P63000. GST-Rac1 activated beads, fluorescent GTP binding, flow cytometry; actives lie on both sides; 100% means binding = to untreated wells. percent activity (GTP binding), % at 10 µM. hit rate 0.11% among 190,000;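 active means GTP binding at least 20 percentage points away from the 100% baseline, in either direction, so actives lie on both sides; inconclusive means Compound likely fluorescent itself, or too few beads counted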
HRas wt GTP bind = human HRas wildtype GTP binding, change in either direction; AID 759; P01112; GTP binding activity, % at 10 µM; GST-Ras wt beads, Bodipy-FL-GTP binding, flow cytometry; actives lie on both sides; hit rate 0.14% among 190,000;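 active means GTP binding activity at least 20% away from the 100% baseline, either lowered as inhibitor or raised as activator; inconclusive means flagged as likely green fluorescent, judged across all proteins in the well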;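 further: 0% = unlabeled GTP competition control and 100% = no-compound control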
Target sequence (P01112 whole entry, looked up): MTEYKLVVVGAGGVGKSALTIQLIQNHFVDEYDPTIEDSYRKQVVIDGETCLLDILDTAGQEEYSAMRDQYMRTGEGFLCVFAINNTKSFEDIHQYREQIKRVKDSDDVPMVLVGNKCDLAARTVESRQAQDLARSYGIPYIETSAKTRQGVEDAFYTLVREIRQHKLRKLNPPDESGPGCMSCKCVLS
Rac1 wt GTP bind = alters GTP binding to wildtype human Rac1; AID 757; P63000; GTP binding activity (% of control), % at 10 µM; GST-Rac1 beads, fluorescent GTP binding, flow cytometry; actives lie on both sides; 0 = cold GTP competed, 100 = untreated; hit rate 0.27% among 190,000;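 active means GTP binding activity at least 20 points away from the 100% control level, either lower or higher; inconclusive means compound flagged as likely green fluorescent, judged across all proteins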
Rab7 wt GTP bind = alters GTP binding to wildtype dog Rab7. GST-Rab7 beads, fluorescent GTP binding, flow cytometry; actives lie on both sides; untreated = 100%, excess cold GTP = 0%. hit rate 0.055% among 190,000. GTP binding activity (percent of control), % at 10 µM;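 active means fluorescent GTP binding to Rab7 beads changed by at least 20 points from the 100% baseline, either direction, mostly lower; inconclusive means compound itself probably fluorescent, or too few beads counted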;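 further: median green fluorescence of bound Bodipy-FL-GTP per Rab7 bead population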
Pf gametocyte = inhibitors of late stage P. falciparum gametocyte viability. P. falciparum stage V gametocytes, ATP luminescence, 24 h. inhibition, % at 10.9 µM. hit rate 0.065% among 150,000. AID 743093;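 active means inhibition above the mean plus 3 SD of compounds within the control limits, set per campaign, cut at about 38% in these data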;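 further: 0% = DMSO wells and 100% = medium only without gametocytes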
Avidin fluor = compound fluoresces at 488/530 nm on avidin beads | compound fluorescence 488/530 nm, flow cytometry; active compounds read high | fluorescence (KMESF) at 10 µM | hit rate 0.38% among 220,000; in the data active means fluorescence above about 47; further: inactives centre near 10
Rab2 wt GTP = changes GTP binding to wildtype dog Rab2A, up or down; GST-Rab2 wt beads, Bodipy-GTP binding, flow cytometry; GTP binding activity, % at 10 µM; hit rate 0.19% among 190,000;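 active means GTP binding activity at least 20 points away from 100%, either lowered or raised; inconclusive means signal likely due to the compound's own green fluorescence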;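 further: 0% = beads with excess unlabeled GTP and 100% = no-compound control corrected for plate trend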
* = called active by the depositor; ? = inconclusive; · = not tested or not shown.

Start of the data: the first two records (preview)
item | canonical_smiles | Mcl1-Bid inh | Mcl-1 Bim block | Cdc42 wt | Mcl1-Noxa inh | Rac1 act GTP bind | HRas wt GTP bind
1 | COc1cc2c(cc1NCc1ccc3c(c1)OCO3)oc1ccccc12 | -23 | 1 | 95 | 33 | 94 | 96
2 | CC(C)CCN1CC(C(=O)NC(C)C)CC1=O (configuration not stated) | -7 | 1 | 105 | -4 | 102 | 105

item | Rac1 wt GTP bind | Rab7 wt GTP bind | Pf gametocyte | Avidin fluor | Rab2 wt GTP
1 | 101 | 98 | · | 4 | 96
2 | 106 | 106 | · | 8 | 106

All compounds of this part, from the first entry:
item | canonical_smiles | Mcl1-Bid inh | Mcl-1 Bim block | Cdc42 wt | Mcl1-Noxa inh | Rac1 act GTP bind | HRas wt GTP bind
1 | COc1cc2c(cc1NCc1ccc3c(c1)OCO3)oc1ccccc12 | -23 | 1 | 95 | 33 | 94 | 96
2 | CC(C)CCN1CC(C(=O)NC(C)C)CC1=O (configuration not stated) | -7 | 1 | 105 | -4 | 102 | 105
3 | C1CCN(C2CCN(c3nc4nonc4nc3N3CCSCC3)CC2)C1 | -3 | -2 | 99 | 10 | 97 | 98
4 | Cc1nn2c(-c3ccccc3)nnc2c2ccccc12 | -4 | -4 | ? | 8 | ? | ?
5 | O=C(CNC(=S)N(Cc1ccccc1)Cc1cccnc1)NC1CCCCC1 | -20 | 1 | 98 | 12 | 98 | 98
6 | CCOC(=O)c1c(C)[nH]c(C)c1C(=O)COC(=O)c1ccc(Cl)c(S(N)(=O)=O)c1 | -29 | 1 | 102 | 9 | 99 | 101
7 | CC1=C(C(=O)OCC2CCCO2)C(c2ccccc2Cl)NC(=O)N1 (configuration not stated) | -11 | -2 | 99 | 17 | 97 | 99
8 | Cc1cccc(C(=O)NC2CCN(CC(=O)Nc3ccc4c(c3)OCO4)CC2)c1 | -23 | -3 | 98 | 13 | 97 | 100
9 | CCn1c(SCc2cccc(C(F)(F)F)c2)nnc1-c1ccco1 | -19 | -1 | 102 | 13 | 98 | 101
10 | Cc1nc(Cl)sc1C(=O)O | -12 | -5 | 101 | 18 | 97 | 101
11 | CC1(C)CC(=O)c2c(Cc3ccccc3)noc2C1 | -5 | 0 | 97 | 4 | 95 | 97
12 | CCC(C)NC(=O)c1cc(-c2ccccc2O)on1 (configuration not stated) | -19 | 0 | 102 | 16 | 97 | 103
13 | O=C(COC(=O)C1(c2ccc(Cl)cc2)CCCC1)Nc1ncc(C(F)(F)F)cc1Cl | -16 | -4 | 102 | -2 | 98 | 98
14 | O=C(c1cc(COc2c(F)cccc2F)on1)N1CCC(c2ccccc2F)C1 (configuration not stated) | -7 | -2 | 95 | 20 | 94 | 94
15 | O=C(Nc1nccs1)c1cc(S(=O)(=O)N2CCCCC2)ccc1Cl | -10 | 1 | 104 | 5 | 102 | 102

item | Rac1 wt GTP bind | Rab7 wt GTP bind | Pf gametocyte | Avidin fluor | Rab2 wt GTP
1 | 101 | 98 | · | 4 | 96
2 | 106 | 106 | · | 8 | 106
3 | 99 | 97 | · | 12 | 97
4 | ? | ? | · | 8 | ?
5 | 99 | 101 | 16 | 15 | 100
6 | 101 | 98 | 2 | 9 | 99
7 | 103 | 101 | · | 21 | 99
8 | 101 | 105 | 13 | 11 | 101
9 | 101 | 102 | -15 | 11 | 99
10 | 102 | 99 | -22 | 18 | 97
11 | 98 | 100 | · | 11 | 98
12 | 101 | 100 | · | 6 | 102
13 | 103 | 95 | 9 | 23 | 95
14 | 96 | 94 | -8 | 10 | 94
15 | 106 | 97 | · | 12 | 99

Given tab-delimited: 4 of the compounds above.
no.	SMILES	Mcl1-Bid inh	Mcl-1 Bim block	Cdc42 wt	Mcl1-Noxa inh	Rac1 act GTP bind	HRas wt GTP bind	Rac1 wt GTP bind	Rab7 wt GTP bind	Pf gametocyte	Avidin fluor	Rab2 wt GTP
12	CCC(C)NC(=O)c1cc(-c2ccccc2O)on1 (configuration not stated)	-19	0	102	16	97	103	101	100	·	6	102
11	CC1(C)CC(=O)c2c(Cc3ccccc3)noc2C1	-5	0	97	4	95	97	98	100	·	11	98
7	CC1=C(C(=O)OCC2CCCO2)C(c2ccccc2Cl)NC(=O)N1 (configuration not stated)	-11	-2	99	17	97	99	103	101	·	21	99
10	Cc1nc(Cl)sc1C(=O)O	-12	-5	101	18	97	101	102	99	-22	18	97

(list continues)
item | canonical_smiles | Mcl1-Bid inh | Mcl-1 Bim block | Cdc42 wt | Mcl1-Noxa inh | Rac1 act GTP bind | HRas wt GTP bind
16 | Cc1ccc(-n2nc(C)c(/C=N/NC(=O)c3cccnc3)c2Cl)cc1 | -4 | -1 | 103 | 17 | 99 | 100
17 | CCn1c(=S)[nH]c2nc3c(cc2c1=O)CCCC3 | -3 | -2 | 100 | 4 | 98 | 99
18 | CC(C)(C)N1NC(=O)Nc2ccccc2C1=O | -12 | 0 | 101 | 19 | 98 | 105
19 | Cc1noc(C)c1CSc1ncnc2sc3c(c12)CCCCC3 | -6 | -2 | 100 | 4 | 97 | 95
20 | COc1ccccc1C(=O)COC(=O)c1ccc(N(C)C)cc1 | 12 | -2 | 92 | 9 | 95 | 97
21 | CCOC(=O)N1CC=C2C(C#N)=C(N)C(C#N)(C#N)[C@H](c3ccc(OCC)c(OCC)c3)[C@H]2C1 | -29 | 0 | 95 | 15 | 97 | 97
22 | CC(C)(C)OC(=O)[C@H](Cc1ccccc1)NC(=O)c1nc[nH]c1C(=O)NC1CCN(C(=O)OC(C)(C)C)CC1 | -24 | -1 | 93 | -48 | 95 | 96
23 | COc1cccc(OCCNC(=O)c2cc([N+](=O)[O-])cc([N+](=O)[O-])c2)c1 | -5 | -25 | ? | -3 | ? | ?
24 | Cc1cc(Oc2ccccc2)nc(SCC(N)=O)n1 | 10 | -2 | 104 | -9 | 100 | 102
25 | Cc1cc(NC(=O)Nc2cccc([N+](=O)[O-])c2)no1 | -13 | 0 | 95 | 6 | 95 | 96
26 | CC(=O)c1cccc(S(=O)(=O)N(Cc2cc3cc4c(cc3[nH]c2=O)OCCO4)CC2CCCO2)c1 (configuration not stated) | -13 | -4 | 99 | 8 | 98 | 98
27 | COc1cc(/C=N/Nc2ccccc2[N+](=O)[O-])ccc1OC(=O)c1ccccc1F | -49 | 0 | 92 | 11 | 90 | 94
28 | CN(c1cccc(NS(=O)(=O)c2cccc([N+](=O)[O-])c2)c1)S(C)(=O)=O | -19 | 1 | 101 | 9 | 98 | 101
29 | CCS(=O)(=O)N1CCC(C(=O)NCc2cccnc2)CC1 | -19 | 0 | 106 | -9 | 103 | 106
30 | Cc1nc2cc(NC(=O)CCS(=O)(=O)c3ccccc3)ccc2s1 | 4 | -6 | 105 | 12 | 101 | 100

item | Rac1 wt GTP bind | Rab7 wt GTP bind | Pf gametocyte | Avidin fluor | Rab2 wt GTP
16 | 99 | 98 | 0 | 11 | 97
17 | 103 | 102 | 7 | 4 | 101
18 | 97 | 101 | · | 18 | 100
19 | 101 | 92 | 1 | 6 | 97
20 | 94 | 105 | 5 | 10 | 97
21 | 99 | 92 | · | 24 | 98
22 | 97 | 94 | -22 | 6 | 94
23 | ? | ? | 14 | 25 | ?
24 | 107 | 100 | · | 7 | 101
25 | 97 | 97 | -7 | 8 | 95
26 | 105 | 97 | · | 39 | 97
27 | 90 | 100 | · | 10 | 94
28 | 104 | 107 | -4 | 5 | 102
29 | 106 | 108 | 7 | 27 | 108
30 | 106 | 101 | · | 13 | 100

(more compounds)
item | canonical_smiles | Mcl1-Bid inh | Mcl-1 Bim block | Cdc42 wt | Mcl1-Noxa inh | Rac1 act GTP bind | HRas wt GTP bind
31 | CCc1ccc(N2CC(C(=O)NC3=NCCS3)CC2=O)cc1 (configuration not stated) | 1 | 0 | 97 | -12 | 98 | 99
32 | O=C(NNc1ccc([N+](=O)[O-])cc1)C1CC1c1ccccc1 (configuration not stated) | -9 | -8 | 102 | 8 | 98 | 99
33 | COc1ccc(S(=O)(=O)Nc2cccc(S(=O)(=O)N3CCCCCC3)c2)cc1 | -44 | 0 | 98 | 3 | 97 | 97
34 | CC(=O)Nc1nc2cccc([N+](=O)[O-])c2s1 | -9 | 0 | 92 | 20 | 91 | 94
35 | CCCC(=O)N1c2ccccc2C(=C2SC(C(=O)OC)=C(C(=O)OC)S2)C(=S)C1(C)C | -12 | -28 | 98 | 34 | 97 | 100
36 | O=C(O)c1cc(-c2cccnc2)nn1-c1ccccn1 | -1 | -7 | 105 | 10 | 99 | 104
37 | COC(=O)c1ccc2c(c1)N(Cc1ccccc1F)C(=O)c1ccccc1S2=O (configuration not stated) | -8 | 0 | 102 | 0 | 99 | 101
38 | CN(CCCNC(=O)CSc1cc(=O)n(C)c2ccc(Cl)cc12)Cc1ccccc1 | 2 | -4 | 104 | 18 | 101 | 100
39 | CCOC(=O)c1sc(NC(=O)CSc2nnnn2-c2ccc(C)c(C)c2)nc1C | 14 | -5 | 101 | -5 | 100 | 99
40 | Cc1cccc(OCc2nnc(SCC(=O)N(C(C)C)C(C)C)n2Cc2ccco2)c1C | -7 | 3 | 100 | 12 | 98 | 100
41 | CCCOc1cc(C)nc(-c2ccccc2O)n1 | 33 | 2 | 105 | 26 | 99 | 101
42 | Cc1cc(C=O)c(C)n1-c1ccc2c(c1)OCO2 | -71 | 1 | 95 | 8 | 94 | 96
43 | CCOc1ccc2[nH]c(S(=O)(=O)CC)nc2c1Cl | 7 | 1 | 97 | 9 | 97 | 96
44 | O=c1ccc(Oc2nc(N3CCOCC3)nc(N3CCOCC3)n2)n[nH]1 | -7 | -4 | 97 | 11 | 97 | 100
45 | CC(=O)c1c(N)[nH]c(-c2ccccc2)nc1=S | 0 | -8 | 101 | 13 | 102 | 100
46 | Cc1nc(CCNC(=O)CC2C(=O)NCCN2Cc2ccoc2)nc2c1CCCC2 (configuration not stated) | -59 | -48 | 97 | 6 | 95 | 96

item | Rac1 wt GTP bind | Rab7 wt GTP bind | Pf gametocyte | Avidin fluor | Rab2 wt GTP
31 | 97 | 97 | · | 11 | 99
32 | 106 | 97 | 0 | 11 | 101
33 | 99 | 98 | 8 | 13 | 97
34 | 94 | 100 | -18 | 10 | 94
35 | 101 | 98 | · | 3 | 97
36 | 109 | 107 | 16 | 7 | 103
37 | 106 | 103 | · | 6 | 100
38 | 104 | 101 | · | 16 | 102
39 | 101 | 95 | · | 29 | 97
40 | 101 | 103 | 5 | 6 | 102
41 | 104 | 99 | · | 15 | 100
42 | 95 | 92 | -3 | 12 | 93
43 | 98 | 94 | · | 29 | 96
44 | 99 | 97 | · | 20 | 97
45 | 102 | 98 | · | 11 | 100
46 | 98 | 93 | 12 | 6 | 95
